NALP1 inh – inhibitors of NALP1 inflammasome in yeast | S. cerevisiae NALP1/ASC/caspase-1 growth, X-gal OD620, 72 h | inhibition, % at 10 µM | 280,000 tested, 0.61% active | AID 2071; in the data active = inhibition mostly above about 24%, no sharp cut-off; inactive = mostly below about 32%; note: some compounds called inactive have numbers as strong as hits
PfM18AAP inh – PfM18AAP enzyme inhibition; inhibition, % at 7.35 µM; recombinant PfM18AAP, H-Glu-NHMec fluorogenic cleavage; 290,000 tested, 1.2% active;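 active = inhibition above the campaign mean inhibition over all tested compounds plus 3 SD, cut at about 28% in these data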;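 note: 0% = plate median of test compound wells and 100% = 2 mM ZnCl2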
VIM-2 inhibitor – inhibitors of Pseudomonas aeruginosa VIM-2 metallo-beta-lactamase | 290,000 tested, 0.89% active | purified VIM-2, nitrocefin hydrolysis, epi-absorbance fluorescence | inhibition, % at 5.6 µM;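 active = inhibition above the mean of all tested compounds plus 3 SD, cutoff set per screening run, cut at about 7.5% in these data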;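 note: red hydrolysis product quenches plate fluorescence so inhibitors raise well fluorescence; 0% = enzyme with DMSO and 100% = DMSO without enzyme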
DNA FID counter – fluorescent intercalator displacement, NS3 helicase counter-screen; 290,000 tested, 0.17% active; DNA fluorescent intercalator displacement, fluorescence; AID 1845; inhibition, % at 7.9 µM; in the data active = inhibition above about 37%;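 note: 0% = vehicle and 100% = reference compound; higher means more ethidium bromide displaced from hairpin DNA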
UBC9 SUMO inh – inhibitors of human SUMOylation (UBC9) | inhibition, % at 35 µM | P63279 | 290,000 tested, 0.36% active | AID 2006 | HTRF SUMOylation assay, SAE1/SAE2 + UBC9, in vitro; in the data active = inhibition above about 50%, passing the limit was not always enough; note: strong numbers were not always called active
Target sequence (P63279 whole entry, looked up): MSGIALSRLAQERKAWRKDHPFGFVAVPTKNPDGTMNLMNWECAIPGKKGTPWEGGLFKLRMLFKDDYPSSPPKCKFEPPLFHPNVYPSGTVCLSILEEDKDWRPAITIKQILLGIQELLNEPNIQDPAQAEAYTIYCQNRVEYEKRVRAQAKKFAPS
MEKK2wt PB1 HTS – raises or lowers MEK5 binding to wildtype human MEKK2 PB1 domain; bead flow cytometry, Alexa488-MEK5 binding to MEKK2 WT; actives lie on both sides; binding response (% of control), % at 10 µM; Q9Y2U5; 290,000 tested, 1.1% active; in the data active = binding response below about 67% or above about 130%
MEKK2 mut-MEK5 – signal of MEK5 binding to mutant human MEKK2 PB1 domain. 290,000 tested, 0.35% active. bead flow cytometry, Alexa488-MEK5 binding to MEKK2 mutant. percent response, % at 10 µM. AID 1530; in the data active = percent response above about 24%, passing the limit was not always enough; note: inactives centre near 1; some results filed as inactive read as strong as hits; reference of the scale not given here
NS3 helicase inh – blocks Hepatitis C virus NS3 helicase unwinding | 290,000 tested, 0.56% active | NS3 helicase DNA unwinding, Cy5 molecular beacon fluorescence | inhibition, % at 10.9 µM;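 active = inhibition above the mean of all tested compounds plus 3 SD, set per campaign, cut at about 35% in these data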;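 note: 0% = DMSO wells and 100% = thioflavine S control wells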
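Test system: hepatitis C virus NS3 helicase domain fragment enzyme. Also added: annealed dual-labelled DNA beacon duplex, ATP-started. Timing: 60 min unwinding reaction at 25 °C after ATP addition. Technique: Cy5 fluorescence. Measure: % inhibition of unwinding.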
IMP-1 inh – inhibitors of Pseudomonas aeruginosa IMP-1 metallo-beta-lactamase; AID 1556; inhibition, % at 5.6 µM; 290,000 tested, 0.45% active; purified IMP-1, nitrocefin hydrolysis, epi-absorbance fluorescence;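 active = inhibition above the mean plus 3 SD of all compounds in the same screening run, cut at about 4.5% in these data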;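 note: 0% = IMP-1 with DMSO and 100% = DMSO wells lacking enzyme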
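System: purified IMP-1 / Input: IMP-1 dispensed at 0.2 nM / Medium: 50 mM HEPES pH 7.1, 50 µM ZnSO4, 0.05% Brij 35 / Timing: 15 min enzyme–compound preincubation, then 25 min nitrocefin reaction, 25 °C / Technique: plate fluorescence quenching by hydrolysis product, ex 480/em 530 nm / Repeats: singlicate testing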
Numbers without * were called inactive; . = not tested or not shown; [ ] = dose if it differs, or a comment.

The line under a structure holds: NALP1 inh, PfM18AAP inh, VIM-2 inhibitor, DNA FID counter, UBC9 SUMO inh, MEKK2wt PB1 HTS, MEKK2 mut-MEK5, NS3 helicase inh, IMP-1 inh
COc1cc(-c2nc(C(=O)NC3CCCCC3)cc3c2[nH]c2ccccc23)cc(OC)c1OC
  25, 1, -0.9, -13, 1, 98, -2, -18, -0.4
COC(=O)C1=C(C(=O)c2ccc(C)cc2)C(c2ccc(OC)c(OC)c2)n2nnnc2N1 (centres undefined)
  3, 47*, -0.3, -17, -1, 102, 1, -4, -7.5
COc1cc(-c2nc3cnccn3c2Nc2ccc(C(C)C)cc2)ccc1O
  12, 5, -3.0, -11, 1, 98, -1, -2, -5.2
O=C(CN1CCN(C(=O)c2ccco2)CC1)Nc1ccc(Cl)c(S(=O)(=O)N2CCOCC2)c1
  14, 4, -2.4, -34, -7, 102, 2, 19, -1.8
COc1ccc(C2c3[nH]c4ccccc4c3CCN2CCCn2cccn2)cc1C (centres undefined)
  8, -11, 1.0, 7, 22, 103, -5, -23, -2.8
O=C(O)CCN1C(=O)c2ccccc2Sc2ncccc21
  7, -2, -0.3, -3, -14, 101, 1, -32, -1.3
CC1=C(C#N)CCC(=O)N1Cc1c(C)cc(C)cc1C
  4, -10, -2.1, -14, -20, 111, 7, -10, -2.0
CC(C(=O)Nc1ccccc1)N(C)CCOc1ccc(Br)cc1 (centres undefined)
  -4, -6, 0.7, -4, -11, 101, -6, -9, -1.5
Cn1c(CN2CCOCC2)nnc1SCC(=O)Nc1ccc2c(c1)OCCO2
  12, -7, -3.2, -6, 25, 103, 3, -1, -2.4
CCN(Cc1ccccc1)C(=O)c1ccc(SC)cc1OC
  -11, 0, -0.8, -27, 2, 98, -2, -13, -0.8
COC(=O)Nc1ccc(S(=O)(=O)Nc2cnc3ccccc3n2)cc1
  22, 3, -2.4, 0, 7, 106, 6, 2, -2.2
Cc1ccc(C(=O)NCc2n[nH]c(=S)n2-c2ccccc2)cc1[N+](=O)[O-]
  -8, 23, 5.2, 1, 3, 91, -12, 2, -3.5
COc1ccc(C(=O)/C=C/c2ccc(F)cc2)c(OC(=O)c2ccc([N+](=O)[O-])cc2)c1
  28, -5, 1.7, 0, -8, 94, 1, -3, -0.2
CCn1c(CC(=O)Nc2ccccc2Cl)nnc1SCC(=O)NC1CCCC1
  4, -18, 1.0, 0, 11, 108, 4, -4, -0.4
COc1ccc(C(=O)N(C)CCCC2CCCC2)cc1OC1CCN(C(C)=O)CC1
  4, 1, -2.6, -55, 2, 108, 10, -2, -1.3
C[C@H](NS(=O)(=O)OCC(Cl)(Cl)Cl)C1CC1c1ccccc1 (some centres undefined)
  12, -10, 1.8, -8, 12, 99, -10, -4, -0.8
Cc1ccc(OCC(=O)O/N=C(\N)c2ccncc2)c(C)c1
  -14, 3, -2.9, -26, -7, 95, 1, 5, -0.5
OCCN(CCO)c1nc2ccccc2[nH]1
  6, 7, 0.3, -5, -3, 73, -9, 19, 0.6
O=C(Cn1nc(-c2ccccc2)ccc1=O)NCC1COCCO1 (centres undefined)
  -63, -2, -2.2, -4, 0, 109, 2, -3, -4.2
NC(=O)c1ccc(NC(=O)COC(=O)CCc2ccc(S(=O)(=O)N3CCCCC3)cc2)cc1
  22, -4, -1.0, -28, 8, 97, -4, -11, -0.1
O=C(CN1CCC(n2nnc3cc(C(F)(F)F)ccc32)CC1)N1CCc2ccccc21
  5, -5, -1.9, -5, 8, 97, -1, -3, -2.8
O=S(=O)(c1ccc(N2CCCC2)cc1)C(F)(F)F
  -12, 2, -2.9, -1, 9, 95, -1, 0, -4.2
COCCCNC(NC(=O)c1ccc(Cl)cc1)C(Cl)(Cl)Cl (centres undefined)
  17, -1, -2.6, -5, 9, 101, 12, -5, -2.9
CN(Cc1ccccc1)C(=S)Nc1ccc(OC(F)F)cc1
  24, -3, -2.1, -2, 11, 103, -1, -12, -3.2
CC(O)c1ccc(Oc2cnccn2)cc1 (centres undefined)
  1, 1, -5.2, -2, 13, 99, 3, 9, -0.9
CCOc1ccc(NC(=O)CSc2nnnn2C2CCCC2)cc1
  18, 0, -0.6, -19, 5, 105, 1, 0, -0.4
C=CCn1c(SCC(=O)Nc2ccc3c(c2)OCCO3)nnc1-c1ccco1
  -10, 11, -3.8, -23, 10, 103, 3, 6, -3.2
CCN(c1cccc(C)c1)S(=O)(=O)c1cnc[nH]1
  0, 4, -3.3, 1, 1, 98, -1, 5, -1.3
CCCn1nc(C(=O)NNC(=O)CCCOc2ccc(C)cc2)c2ccccc2c1=O
  21, 2, -4.1, -31, 3, 105, 5, -5, -3.0
O=C(N/N=C/c1ccc2c(c1)OCO2)C(=O)Nc1cccc(Cl)c1
  4, -3, -2.4, -5, 6, 98, -5, 6, -2.6
COc1ccc(NC(=O)C2(c3cccs3)CCOCC2)cc1
  -6, 0, -1.1, -2, 17, 96, 1, -13, -0.9
O=C1CN(C(=O)CSc2nnnn2-c2ccc(Cl)cc2)c2ccccc2N1
  22, 4, -1.6, -14, 20, 101, 0, 0, 1.8
COc1ccc(OC)c(NC(=O)COC(=O)CSc2ccc(Cl)cc2)c1
  23, -4, -1.9, -17, -9, 97, -1, -14, 0.1
CCOCC(=O)Nc1ccc([N+](=O)[O-])cc1OC
  8, -2, -1.8, -1, 6, 100, 2, 0, -2.2
O=C(CO/N=C/c1ccc(Cl)cc1Cl)NNC(=O)c1ccc(Cl)cc1Cl
  ., -1, -5.8, -9, 7, 103, 2, -19, -4.2
O=C(O)CCN=CC1=C(O)CC(c2ccccc2)CC1=O (centres undefined)
  12, -1, -0.8, -4, 7, 96, 1, -9, -1.7
CCOC(=O)c1cnc(SC)nc1Oc1cccc(NC(=O)c2ccc(C)cc2)c1
  32, -3, -1.3, -4, 4, 109, 4, 1, -0.4
COc1cc(/C=N/n2c(-c3ccccc3)n[nH]c2=S)cc(OC)c1OC
  13, 3, -1.7, -22, 27, 86, -27, 6, -0.9
O=C(CN(CCCN1CCOCC1)C(=O)Cn1nnc(-c2ccc(F)cc2)n1)NC1CCCCC1
  24, 3, -4.0, 20, 13, 108, 8, -7, -3.9
CN(C)C(=O)NC1C=CS(=O)(=O)C1 (centres undefined)
  22, -5, -3.6, -5, 9, 110, 5, 15, 0.6
CCOc1ccc(N(CC(=O)N/N=C/c2ccccn2)S(=O)(=O)c2ccc(Cl)cc2)cc1
  16, 5, -6.6, -36, -24, 105, 6, -19, -3.9
NC(=S)N=Nc1c(O)[nH]c2ccc(F)cc12
  21, 4, -3.4, 6, -20, 99, 20, 6, -3.1
CCOC(=O)c1c(NC(=O)CNC2CCCCC2)sc(C)c1C
  0, 3, -2.4, 0, -10, 97, -12, -14, -3.2
COC(C(=O)Nc1ccccc1C(=O)N1CCOCC1)c1ccccc1 (centres undefined)
  12, -8, -1.3, -3, 3, 108, 7, -1, -1.5
O=C(CCCc1nc(-c2ccccc2)no1)NC1CCCCC1
  -13, -1, -2.6, -24, 11, 96, -2, 1, -3.4
CSc1nc2c(c(=O)[nH]1)C(c1ccc(Cl)cc1)CC(=O)N2 (centres undefined)
  4, 2, -0.7, -5, 1, 98, -5, 11, -2.1
CCCC(O)(c1ccc(CC)cc1)C(CN1CCOCC1)c1ccccc1 (centres undefined)
  22, -9, 0.0, -17, -11, 101, -2, -23, -1.8
Cc1ccc2cc3cc(C(=O)NCCCN4CCc5ccccc5C4)oc3nc2c1
  46*, 1, 3.8, 9, 26, 126, 12, -51, -1.4
CCn1ccnc1CN(C)Cc1cn(C)nc1-c1ccccc1F
  -15, -2, -1.1, 3, 6, 95, -8, 10, -2.3
COc1cccc(C2CN(c3ccc(F)cc3F)N=C2c2cccs2)c1OC (centres undefined)
  1, -7, -1.9, -4, 29, 95, -1, -19, -5.8
Cc1ccc(C(=O)NCC(=O)N2CCN(c3ncccn3)CC2)s1
  6, -3, -2.6, -4, 17, 100, 3, -8, 0.8
COc1cc(NC(=O)c2ccccc2)c(OC)cc1NC(=O)Cc1ccc(F)cc1
  -11, 2, -1.9, -26, 14, 104, 10, 1, -1.5
CC(=O)Nc1cccc(NC(=O)C(=O)c2cn(CC(=O)N3CCCCC3)c3ccccc23)c1
  11, -5, -1.0, -24, -11, 95, -4, -5, -2.4
Cc1cc(S(=O)(=O)N2CCN(C(=O)c3ccco3)CC2)ccc1F
  -48, -2, -2.4, -8, 19, 114, 8, 5, -0.5
O=C(Nc1ccc(Cl)c(Cl)c1)OCc1cccnc1
  8, 0, -1.6, 3, 5, 117, 5, -1, -1.8
O=C(Nc1c2c(nn1-c1ccc(F)cc1)CS(=O)(=O)C2)C1CCCC1
  26, -6, -3.5, -9, 8, 92, -3, 0, -0.9
CC(=O)C1C(c2cn(-c3ccccc3)nc2-c2cccs2)NC(=O)NC1(O)C(F)(F)F (centres undefined)
  -8, 1, -2.4, -7, -6, ., ., 13, -3.4
O=[N+]([O-])c1ccccc1S(=O)(=O)NC1CC2CCC1C2 (centres undefined)
  3, -9, -3.4, -3, 1, 101, 9, 1, -3.8
Cc1nc(Cl)sc1C(=O)Nc1ccc(C(F)(F)F)cc1
  2, 4, -3.3, -7, -7, 111, 3, -1, -2.8
CC1CC1c1ccc(/C=C(\C#N)C(=O)Nc2ccc(Cl)cc2)o1 (centres undefined)
  14, 1, -1.7, -3, 6, 96, 16, 2, -2.2

Going on with the list:
The line under a structure holds: NALP1 inh, PfM18AAP inh, VIM-2 inhibitor, DNA FID counter, UBC9 SUMO inh, MEKK2wt PB1 HTS, MEKK2 mut-MEK5, NS3 helicase inh, IMP-1 inh
COc1ccccc1N(CC(=O)N1CCOCC1)S(C)(=O)=O
  16, -10, 0.7, -3, 3, 109, 2, 5, 1.2
Cc1ccc(NC(=S)N2CCC(NC(=O)c3cccc(F)c3)CC2)cc1
  -5, -1, -5.7, -13, -6, 104, 3, -16, -1.7
Cc1ccc(-n2c(SCC(=O)N3CCCc4ccccc43)nnc2-c2cccnc2)c(C)c1
  16, -7, -2.6, -8, 0, 91, 3, -4, -1.0
COc1cccc(NC(=O)C2CCCN2C(=O)Nc2ccccc2F)c1 (centres undefined)
  -1, -5, -1.3, 4, 21, -2.0*[inhibitor], -21, 6, -2.0
COc1ccc(/C=C/C(=O)Oc2ccc(C)cc2)cc1
  3, 2, -2.2, -14, 9, 112, 9, -5, -3.0
COc1cc(OC)nc(/N=C/N(C)C)n1
  -20, -5, -1.7, 1, 7, 99, 0, -9, -2.7
CC(Oc1ccc(Cl)cc1Cl)C(=O)NNC(=O)c1cccnc1 (centres undefined)
  15, 4, -4.3, -14, 5, 109, 5, 9, -2.2
O=S(=O)(Cc1ccccc1)N1CCN(C2Cc3ccccc3C2)CC1
  5, -6, -2.1, -9, 18, 101, 3, -3, -6.7
COc1ccc(CN2CCNC(=O)C2CC(=O)NCC2CCOCC2)cc1C (centres undefined)
  0, 4, -3.0, -10, 12, 104, 0, -12, -1.3

In the list so far, 2 have a COOH group:
The line under a structure holds: NALP1 inh, PfM18AAP inh, VIM-2 inhibitor, DNA FID counter, UBC9 SUMO inh, MEKK2wt PB1 HTS, MEKK2 mut-MEK5, NS3 helicase inh, IMP-1 inh
O=C(O)CCN1C(=O)c2ccccc2Sc2ncccc21
  7, -2, -0.3, -3, -14, 101, 1, -32, -1.3
O=C(O)CCN=CC1=C(O)CC(c2ccccc2)CC1=O (centres undefined)
  12, -1, -0.8, -4, 7, 96, 1, -9, -1.7

Assay outcomes deposited in PubChem by several laboratories.

Outcome played no part in choosing rows; any-hit rate near 4.7%.
